Assay outcomes (PubChem)
DAGLB inh: diacylglycerol lipase beta (human) inhibition. HEK293T DAGLB membrane lysate, EnzChek fluorogenic substrate. inhibition, % at 5.17 µM. 340,000 compounds, 0.059% hits. AID 504411; in the data active = inhibition above about 34%;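 note: 0% = enzyme with vehicle and 100% = wells lacking enzyme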
Keap1-Nrf2 PPI: Keap1-Nrf2 (human) interaction inhibition. Q14145. Keap1 Kelch-Nrf2 peptide fluorescence polarization, 1536-well. inhibition, % at 9.4 µM. 340,000 compounds, 0.15% hits; in the data active = inhibition above about 12%;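 note: human Keap1 Kelch domain with fluorescein labeled Nrf2 9mer peptide probe; 0% = neutral control wells and 100% = peptide positive control; higher means more block of Keap1 binding to Nrf2 peptide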
Target sequence (Q14145 whole entry, looked up, the tested form may be a part): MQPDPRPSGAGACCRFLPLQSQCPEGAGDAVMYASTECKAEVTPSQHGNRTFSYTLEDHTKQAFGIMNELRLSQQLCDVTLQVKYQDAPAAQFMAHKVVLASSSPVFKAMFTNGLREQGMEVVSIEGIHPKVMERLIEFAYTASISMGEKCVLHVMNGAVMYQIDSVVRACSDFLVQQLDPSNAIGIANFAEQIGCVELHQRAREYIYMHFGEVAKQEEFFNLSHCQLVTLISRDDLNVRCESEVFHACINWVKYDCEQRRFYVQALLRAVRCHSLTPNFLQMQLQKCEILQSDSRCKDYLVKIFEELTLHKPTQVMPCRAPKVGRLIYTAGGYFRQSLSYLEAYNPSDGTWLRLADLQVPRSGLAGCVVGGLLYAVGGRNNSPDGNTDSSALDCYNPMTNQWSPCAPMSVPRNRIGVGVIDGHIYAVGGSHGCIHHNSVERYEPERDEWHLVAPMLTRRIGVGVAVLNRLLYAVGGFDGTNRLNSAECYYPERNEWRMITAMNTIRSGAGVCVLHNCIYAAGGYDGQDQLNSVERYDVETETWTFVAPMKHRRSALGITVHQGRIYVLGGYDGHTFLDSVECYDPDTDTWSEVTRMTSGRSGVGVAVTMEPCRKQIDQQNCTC
SR-BI uptake up: enhances SR-BI lipid uptake from DiI-HDL; AID 504775; 320,000 compounds, 0.096% hits; activation, % at 12.5 µM; CHO ldlA[mSR-BI] cells, DiI-HDL uptake fluorescence, 3 h; 100 = double the neutral-control signal;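 active = mean replicate activation of at least 60% and every replicate at or above 60%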;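 note: 0% = median plate neutral-control signal and 100% = twice that signal; values of inactives mirror those of a sister screen read the other way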
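Test system: SR-BI-overexpressing, LDLR-lacking CHO cells. Measured by: DiI fluorescence, bottom read. Medium: Ham's F12 with 0.5% BSA, HEPES 25 mM, pH 7.4. Timing: 3 h uptake period with compound, 37 °C.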
Arr AP2 block: inhibitors of human beta-arrestin and AP2 interaction; FITC-arrestin peptide / GST-AP2 beads, flow cytometry; AP2 beta2 appendage carries R879A mutation; inhibition, % at 10 µM; 340,000 compounds, 0.31% hits; AID 504490;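 active = inhibition above a set limit, near 3 SD of compounds lacking own fluorescence, cut at about 54% in these data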;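 note: plate controls were DMSO wells for no effect and 5 µM unlabelled arrestin peptide for full effect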
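system = GST-tagged AP2 beta2-adaptin appendage (R879A) on 4 µm glutathione beads | reagent = FITC-labelled arrestin peptide probe, 50 nM final | schedule = compound with beads 12 min RT, then probe 1 h RT | signal = HyperCyt-sampled flow cytometry, FL1 channel, ex 488/em 535 nm | read-out = percent response from loss of bead-bound FITC fluorescence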
C-LANA FP: KSHV C-LANA DNA binding inhibition; MBP-C-LANA/FAM-LBS DNA binding, fluorescence polarization; inhibition, % at 9 µM; 340,000 compounds, 0.078% hits; AID 504423;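 active = highest replicate inhibition at or above 60% at 9 µM, even if other replicates fall short; inactive = all replicates below 60% inhibition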;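 note: 0% = neutral control wells and 100% = 4 µM acridine orange control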
Cardiac RTF inh: cardiac RTF calcium desensitization; 340,000 compounds, 0.12% hits; IANBD-labeled cardiac RTF, Ca2+ fluorescence; P19429+P45379; inhibition, % at 7.15 µM;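 active = inhibition above the mean inhibition of all tested compounds plus 3 SD, cut at about 17% in these data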;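 note: assay run at fixed EC70 calcium of 1.6 mM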
PKA-R2B activ: activates the human PKA-R2B holoenzyme complex | 340,000 compounds, 0.079% hits | P22694+P31323 | activation, % at 11.4 µM | AID 504700 | PKA-R2B holoenzyme dissociation, Cy5-IP20 fluorescence polarization; R2B truncated from residue 108, S112A mutant; 0% DMSO only, 100% 113 µM cGMP;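 active = activation above a cutoff set at the mean over all compounds plus 3 SD, cut at about 18% in these data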;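 note: higher means more holoenzyme dissociation and a rise in polarization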
Target sequence (P31323 whole entry, looked up, other chains not shown, the tested form may be a part): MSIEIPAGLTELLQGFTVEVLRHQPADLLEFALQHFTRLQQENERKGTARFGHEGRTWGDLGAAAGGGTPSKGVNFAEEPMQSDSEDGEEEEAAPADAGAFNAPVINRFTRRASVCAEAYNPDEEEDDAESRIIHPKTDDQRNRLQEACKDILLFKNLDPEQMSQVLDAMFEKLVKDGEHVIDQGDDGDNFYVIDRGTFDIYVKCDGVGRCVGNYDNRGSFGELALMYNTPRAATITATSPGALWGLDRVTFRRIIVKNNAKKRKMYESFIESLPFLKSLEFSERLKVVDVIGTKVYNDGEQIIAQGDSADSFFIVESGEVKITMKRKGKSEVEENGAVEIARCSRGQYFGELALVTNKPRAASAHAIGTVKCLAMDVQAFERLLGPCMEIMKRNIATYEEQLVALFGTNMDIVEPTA
SR-BI DiI inh: blocks mouse SR-BI lipid uptake from DiI-HDL | ldlA[mSR-BI] CHO cells, DiI-HDL uptake fluorescence, 3 h | AID 488896 | inhibition, % at 12.5 µM | 320,000 compounds, 0.96% hits | Q61009;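 active = mean replicate inhibition of at least 70% and a set share of replicates each scoring 70 or more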;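 note: 0% = median of neutral control wells and 100% = median of positive control wells; values of inactives mirror those of a sister screen read the other way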
NSD2 HMT inh: blocks human histone methyltransferase NSD2; NSD2 peptide methylation, AlphaScreen, 120 min; inhibition, % at 12.5 µM; O96028; AID 743445; 310,000 compounds, 0.54% hits; in the data active = inhibition above about 50%
PvdQ acylase: blocks Pseudomonas aeruginosa PvdQ acylase activity | purified PvdQ acylase, fluorescence plate reader | inhibition, % at 10 µM | 340,000 compounds, 0.063% hits | AID 488965; in the data active = inhibition above about 30%, passing the limit was not always enough;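 note: 0% = vehicle neutral wells and 100% = reference inhibitor wells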
* marks the source's active call; other numbers are inactive results; nt = no result given.

SMILES	DAGLB inh	Keap1-Nrf2 PPI	SR-BI uptake up	Arr AP2 block	C-LANA FP	Cardiac RTF inh	PKA-R2B activ	SR-BI DiI inh	NSD2 HMT inh	PvdQ acylase
CCOC(=O)CC(=O)CSc1ccc2nnc(-c3ccc(C)cc3)n2n1	6	-3	9	9	-0.4	-1	-8	-9	6	-9
COc1ccc(C(=O)Oc2ccc3ccc(=O)oc3c2)cc1OC	0	1	-35	5	-0.7	6	5	35	0	14
CCNc1nc(NC(C)(C)C)nc(N(C#N)CC)n1	-1	4	-14	24	2.3	-10	2	14	-1	7
O=c1cc(N2CCCC2)c(-c2ccccc2)n[nH]1	nt	-4	6	-1	1.2	nt	nt	-6	-1	-14
COc1ccccc1C(=O)NCCn1cc(SCC(=O)NCc2ccco2)c2ccccc21	2	-4	-32	-7	-0.1	-9	-5	32	5	-14
N#Cc1ccc(CNC(=O)N2CCOCC2)cc1	0	-1	27	-11	1.5	-4	5	-27	2	-18
COc1ccc2c(COC(=O)CNS(=O)(=O)c3ccc(C)c(C)c3)cc(=O)oc2c1	-1	-8	-6	-2	-0.9	3	2	6	1	-9
Nn1c(Cc2cccc3ccccc23)nnc1SCc1ccccc1Cl	-10	-1	-26	40	-0.2	10	-2	26	-2	-3
C=CCC1(CC=C)CCCN1C(=O)c1cc(COc2ccc(C)nc2)on1	0	3	4	-3	-0.6	-7	-1	-4	-3	-10
CCC(NC(=O)OCc1ccccc1)C(=O)Oc1ccc2ccc(=O)oc2c1 (configuration not stated)	4	-22	-3	-4	-3.0	-12	19*	3	-1	-17
COCCNC(=O)c1ccccc1NC(=O)c1cc(OC)cc(OC)c1	2	1	-9	-9	-0.8	-4	0	9	-4	-14
N#C/C(=C\c1cccs1)C(=O)Nc1nccs1	2	-1	14	25	1.1	-8	3	-14	-1	-2
COC(=O)C1=C(C(C)=O)C(c2ccc(C)cc2)n2nnnc2N1 (configuration not stated)	0	7	22	39	6.6	4	3	-22	-4	1
CCCC1OC23CCCCC2C(C#N)(C(=N)O3)C1(C#N)C#N (configuration not stated)	-1	7	-1	0	35	-15	0	1	31	-7
CC(C)c1nnc(NC(=O)CCC(=O)NCc2ccco2)s1	4	-5	1	-2	-1.0	-2	-4	-1	4	-8
CCCOc1ccc(C2/C(=C(\O)c3c(C)[nH]c(C(=O)OC)c3C)C(=O)C(=O)N2CCN(C)C)cc1 (configuration not stated)	1	1	14	13	-2.8	-10	14	-14	-3	3
COC(=O)c1c(NC(=O)c2ccco2)sc2c1CCN(C(C)C)C2	-1	-2	nt	26	-6.3	-4	2	7	1	5
CSc1ccccc1NC(=O)c1cc2c(=O)n3ccccc3nc2s1	-2	2	-19	0	-0.2	-5	0	19	0	-10
CCOc1ccc(NC2c3ccccc3C(=O)N2Cc2ccc3c(c2)OCO3)cc1 (configuration not stated)	1	1	5	1	-1.3	2	2	-5	nt	0
CCn1c(SCC(=O)O)nnc1-c1cc2c(C)nn(-c3ccccc3)c2s1	2	-8	-12	6	-0.8	3	-7	12	-1	5
COc1ccc(-c2c(-c3ccccc3OC)sc3ccccc23)cc1C=O	-7	1	7	-10	0.0	-1	-6	-7	nt	-2
CCCCOc1ccc(C(=O)NCCOc2cccc(OC)c2)cc1	-5	2	-15	11	-0.8	-7	-6	15	-2	-11
Cc1cc(C)nc(SCC(=O)Nn2cnnc2)n1	-1	0	10	9	-0.5	-5	7	-10	nt	-9
COCCCNC(=O)C1CC(=O)OC1c1ccc(OC)c(OC)c1 (configuration not stated)	-2	4	20	-10	0.6	-4	-5	-20	0	-6
Cc1cc(NC(=O)CSc2nc(=O)n(CCN(C)C)c3c2CCCC3)no1	1	-1	15	-6	0.1	-10	-3	-15	1	-15
CCCCCCCC(O)CC(CC1CCCCC1)C(=O)NN (configuration not stated)	-9	-1	10	7	-0.3	-14	-4	-10	-3	-8
CCCCOc1cccc(-c2cc(C(=O)NNC(=S)NCC)c3ccccc3n2)c1	-2	-2	-34	14	-0.7	-2	0	34	3	-8
COc1ccc(C(O)c2nccc3cc(OC)c(OC)cc23)cc1OC (configuration not stated)	0	-3	21	29	-0.7	-8	-13	-21	2	0
COc1ccc(CNC(=O)C[C@H]2C[C@H](C(=O)N(C(C)C)C(C)C)[C@@]3(C)c4[nH]c5ccc(Cl)cc5c4CCN3C2=O)cc1OC	5	-5	4	0	-0.7	-2	0	-4	nt	-3
CC(C)N(C)Cc1nnnn1CC(=O)N(C)Cc1ccc(F)cc1	0	5	-1	9	0.1	-6	-2	1	-1	-12
O=C(COC(=O)C1CC1)NCCc1ccc(Cl)cc1	2	4	35	21	-0.4	8	-2	-35	-2	1
CSc1nc2ccccc2c(=O)n1Cc1ccc(F)cc1	-8	-5	-24	5	0.2	-6	-5	24	-3	-11
Cc1c(Cl)cccc1N(CC(=O)N1CCCCCC1)S(C)(=O)=O	3	3	11	1	2.4	-3	-3	-11	-2	-5
CCn1c(SCc2ccc(Cl)c(Cl)c2)nnc1C(C)NC(=O)c1ccc(OC)cc1 (configuration not stated)	-1	-3	7	-3	0.5	-1	-9	-7	-2	-19
Cc1ccc(NC(=O)Cn2cccc2)c(Br)c1	-2	0	nt	-2	0.1	-12	9	nt	0	-13
COc1ccc(OC)c(NC(=O)c2nc(-c3ccccc3)oc2C)c1	-6	-5	-6	-7	-0.4	-18	-2	6	-29	-11
O=C(COC(=O)c1ccc(Cl)cc1O)NC(=O)C1CCCCC1	-1	-7	18	0	-1.5	-8	1	-18	4	-8
Cc1ccc(S(=O)(=O)N2CCCc3cc(NC(=O)c4c(F)cccc4F)ccc32)cc1	0	-2	-35	2	-0.3	-6	-3	35	-3	11
Cc1c2cnn(-c3ccccc3)c(=O)c2c(C)n1CCCC(=O)N1CCN(c2ncccn2)CC1	3	-2	-38	-4	-0.4	-2	0	38	28	-14
Cc1ccc(S(=O)(=O)N2CCN(S(C)(=O)=O)C2c2ccccc2)cc1 (configuration not stated)	-3	2	5	2	-1.3	-6	-13	-5	nt	-4

Entries listed above printed as active in PKA-R2B activ.
SMILES | DAGLB inh | Keap1-Nrf2 PPI | SR-BI uptake up | Arr AP2 block | C-LANA FP | PKA-R2B activ | SR-BI DiI inh | NSD2 HMT inh | PvdQ acylase
CCC(NC(=O)OCc1ccccc1)C(=O)Oc1ccc2ccc(=O)oc2c1 (configuration not stated) | 4 | -22 | -3 | -4 | -3.0 | 19* | 3 | -1 | -17

Continuation.
SMILES	DAGLB inh	Keap1-Nrf2 PPI	SR-BI uptake up	Arr AP2 block	C-LANA FP	Cardiac RTF inh	PKA-R2B activ	SR-BI DiI inh	NSD2 HMT inh	PvdQ acylase
CC(C)(C)OC(=O)N1CCC(CC2CC(c3cccc(Br)c3)=NO2)(C(=O)O)CC1 (configuration not stated)	5	0	4	3	2.4	-8	1	-4	nt	-1
CC(=O)Nc1ccc2c(c1)C(=O)c1cccc(C(=O)O)c1-2	-1	-4	3	-9	-1.0	-14	-19	-3	1	-13
Cn1c(N)c(C(=O)COC(=O)c2cc(C3CC3)nc3ccccc23)c(=O)n(C)c1=O	-3	0	-41	1	0.1	-18	-7	41	nt	-12
CN(CC(=O)NC1CCCc2ccccc21)C1CCCCC1 (configuration not stated)	0	-5	8	2	-2.4	-13	-7	-8	1	-9
N=C1c2ccccc2CN1NC(=O)COc1ccc(Cl)cc1	1	1	44	43	0.5	-6	9	-44	-3	4
O=C(CNC(=O)c1ccc2ccccc2c1)NC1CCCCC1	0	3	8	29	-0.2	-2	-3	-8	0	3
COc1ccccc1C(=O)N1c2ccccc2Sc2ccccc21	-3	-4	16	9	0.4	1	-6	-16	-1	-11
COc1ccc(OCCCN2CCCC(C)C2)cc1 (configuration not stated)	-2	-6	2	4	0.8	1	2	-2	1	-11
CC1CCN(CCCn2c(SCC(=O)Nc3ccccc3Cl)nc3ccccc3c2=O)CC1	-1	-3	6	-7	0.2	-13	1	-6	5	-14
COCCCNC(=O)CSC1=Nc2ccccc2C2=NC(Cc3c[nH]c4ccccc34)C(=O)N12 (configuration not stated)	-2	-3	nt	4	1.2	-8	0	-42	-1	10

A few values from the list:
`COc1ccccc1C(=O)N1c2ccccc2Sc2ccccc21` in NSD2 HMT inh: -1
`O=C(CNC(=O)c1ccc2ccccc2c1)NC1CCCCC1` in SR-BI uptake up: 8
`CN(CC(=O)NC1CCCc2ccccc21)C1CCCCC1` (configuration not stated) in PvdQ acylase: -9
`COc1ccc(OCCCN2CCCC(C)C2)cc1` (configuration not stated) in Arr AP2 block: 4

(further entries)
SMILES	DAGLB inh	Keap1-Nrf2 PPI	SR-BI uptake up	Arr AP2 block	C-LANA FP	Cardiac RTF inh	PKA-R2B activ	SR-BI DiI inh	NSD2 HMT inh	PvdQ acylase
COc1cccc(CNCc2ccc(C(=O)O)cc2)c1OC	-3	-7	18	40	0.0	2	-7	-18	1	-2
CCCC(=O)NC1=C(C#N)C2(CCCC2)Cc2ccccc21	-1	1	33	-5	0.5	4	3	-33	5	2
NC(=O)c1ccccc1N/C=C/C(=O)c1ccco1	0	1	32	-4	-0.4	1	0	-32	-1	-16
COC(=O)[C@@]1(C)[C@H]2C(=O)N(Cc3ccccc3)C(=O)[C@H]2[C@H]2CN=C(SC)N21	-2	0	23	-10	-1.5	-1	-10	-23	nt	-14
CC(=O)C1(O)C(C)CC2C3CC(F)C4(O)CC(O)CCC4(C)C3CCC21C (configuration not stated)	0	-4	4	-10	-1.0	2	-3	-4	-5	-11
CCOc1c(C)cc(S(=O)(=O)NCc2cccnc2)c(C)c1C	-3	-5	16	39	0.3	-9	-10	-16	3	-5
Cc1nn(-c2cc(C)c3ccccc3n2)c2c1CCC2	-4	6	-42	0	-0.2	-1	5	42	6	-3
CCOC(=O)C(=CNc1ccccc1N1CCOCC1)C(=O)OCC	-2	2	-21	27	-1.0	-2	7	21	-2	11
CN(CCOc1cccc2ccccc12)Cc1ccccc1	-6	7	15	-2	2.8	-4	0	-15	2	-13
O=C(O)CCn1c(SCc2cccc3ccccc23)nc2ccccc21	2	-1	19	1	3.5	-9	-7	-19	0	-14
Nc1ccccc1N1CCOCC1	4	-2	4	-1	0.4	-10	-6	-4	4	-10
Cc1cc2c(ncn2C(C)C)c(NS(=O)(=O)c2ccc(F)cc2)c1C	1	0	-17	0	-0.1	3	2	17	1	-14
COc1ccc(NC(=O)c2ccco2)cc1NC(=O)c1cccs1	0	1	-11	-3	-0.5	3	3	11	-2	-2
Cc1[nH]c2ccc(C(=O)NCCN3CCCCCC3)cc2c1C	1	-5	-16	-22	0.1	-7	-2	16	31	-11
Cn1[nH]cc(C=NC(N)=O)c1=O	-1	3	6	4	0.7	-11	13	-6	-7	-3
CC(Sc1nccn1C)C(=O)Nc1ccc(Cl)cn1 (configuration not stated)	4	3	14	19	0.5	-2	-11	-14	0	-1
COc1ccc(NC(=O)CNC(c2ccccc2)c2ccccc2)cc1	-1	-3	nt	4	0.8	-5	-1	nt	-2	-12

Random draw from the library; about 2.1% have a hit in one of these screens.
